# Compound activity: PubChem BioAssay, Sanford-Burnham Center for Chemical Genomics
# UPR CHOP act: apoptotic UPR (CHOP) activation | CHO-CHOP luciferase reporter, luminescence; percent of tunicamycin response over DMSO baseline | activation, % at 10 µM | actives 0.34% (n = 330,000);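 active = at 10 µM dose, activation of 40% or more, normalized to positive control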;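 note: 100% = tunicamycin at 10 µg/mL and 0% = DMSO alone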
#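 System: CHO-CHOP luciferase reporter cell line; amount: 500 cells/well; buffer or medium: F12 medium containing 10% fetal bovine serum; incubation: 6 h compound exposure at 37 °C after overnight seeding; measured by: luciferase luminescence after 10 min with Steady-Glo reagent; evaluation: % reporter activation, DMSO baseline versus tunicamycin full activation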
# Mdm2-MdmX inh: disrupts the human Mdm2-MdmX interaction; O15151+Q00987; SaOS-2 split-luciferase Mdm2/MdmX complementation, luminescence; inhibition, % at 8 µM; actives 3% (n = 330,000);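 active = inhibition of at least 50% at 8 µM in the primary screen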
# UPR XBP1 act: adaptive UPR (XBP1) activation. activation, % at 20 µM. actives 0.33% (n = 330,000). CHO-XBP1 luciferase reporter, IRE1-XBP1 UPR activation, luminescence; percent of tunicamycin response, DMSO as zero;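 active = versus positive control, 20 µM dose yields 30% or more activation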;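 note: 100% = tunicamycin at 10 µg/mL and 0% = DMSO only wells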
#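 Test system: CHO-XBP1 luciferase reporter cells | Buffer or medium: Serum-containing F12 medium, 10% FBS | Schedule: 6 h compound exposure at 37 °C, 5% CO2 | Detection: Steady-Glo luciferase glow luminescence, 10 min after reagent addition | Read-out basis: Activation, % of tunicamycin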
# Gli-Sufu block: blocks Gli-Sufu signaling in a luciferase reporter; Sufu-KO-LIGHT fibroblasts, Gli luciferase reporter luminescence; inhibition, % at 5 µM; actives 0.74% (n = 340,000); AID 588413;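 active = inhibition above about 55%, limit read from the data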;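 note: 0% = DMSO-treated cells and 100% = wells with medium but no cells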
# EBI2 block: antagonists of human EBI2 receptor; P32249; EBI2 beta-arrestin recruitment, luminescence, 7a,25-OHC stimulated; inhibition, % at 5 µM; actives 0.81% (n = 360,000); AID 651636; in the data active = inhibition above about 38%;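 note: enzyme fragment complementation signal reports receptor beta-arrestin coupling in cells; 0% = agonist plus DMSO wells and 100% = wells without agonist; some results beyond the cut were filed as inactive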
# Target sequence (P32249 whole entry, looked up, the tested form may be a part): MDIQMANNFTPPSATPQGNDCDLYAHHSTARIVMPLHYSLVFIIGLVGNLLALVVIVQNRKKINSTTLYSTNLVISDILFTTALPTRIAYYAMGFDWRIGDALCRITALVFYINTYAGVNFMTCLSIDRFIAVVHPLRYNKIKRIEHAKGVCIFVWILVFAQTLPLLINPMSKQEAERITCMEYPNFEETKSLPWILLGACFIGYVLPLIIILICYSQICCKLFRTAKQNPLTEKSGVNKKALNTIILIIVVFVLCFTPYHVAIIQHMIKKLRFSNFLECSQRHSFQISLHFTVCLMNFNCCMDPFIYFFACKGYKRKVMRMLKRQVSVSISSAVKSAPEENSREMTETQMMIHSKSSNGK
# 697 NFkB inh: inhibitors of the PMA/ionomycin-induced NF-kB reporter in 697 B cells; 697 B-cell NF-kB luciferase reporter, 16 h; actives 0.33% (n = 330,000); AID 435022; inhibition, % at 4 µM; in the data active = inhibition above about 35%
# CXCR6 inh: blocks human CXCR6 beta-arrestin recruitment | O00574 | CHO-K1 PathHunter CXCR6 beta-arrestin, luminescence | inhibition, % at 20 µM | actives 0.36% (n = 360,000) | AID 602244; in the data active = inhibition above about 34%, passing the limit was not always enough;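 note: antagonist mode with CXCL16 agonist at 10 nM final; 0% = 10 nM CXCL16 with DMSO and 100% = unstimulated wells without agonist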
# Target sequence (O00574 whole entry, looked up): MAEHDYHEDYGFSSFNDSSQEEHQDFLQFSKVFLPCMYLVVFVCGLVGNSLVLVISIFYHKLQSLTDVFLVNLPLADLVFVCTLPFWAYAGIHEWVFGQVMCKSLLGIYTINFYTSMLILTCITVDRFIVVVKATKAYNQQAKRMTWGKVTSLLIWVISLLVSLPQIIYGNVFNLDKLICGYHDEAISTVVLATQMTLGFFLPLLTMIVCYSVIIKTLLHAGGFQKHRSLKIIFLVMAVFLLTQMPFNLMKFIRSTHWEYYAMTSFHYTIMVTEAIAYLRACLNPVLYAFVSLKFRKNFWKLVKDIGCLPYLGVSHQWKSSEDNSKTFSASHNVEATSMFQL
# Jurkat NFkB inh: inhibitors of the PMA/ionomycin-induced NF-kB reporter in Jurkat cells; PMA/ionomycin-induced NF-kB luciferase reporter, luminescence; inhibition, % at 4 µM; actives 0.53% (n = 330,000); AID 435003; in the data active = inhibition above about 50%
# CCR6 antagonist: blocks CCL20-driven beta-arrestin recruitment at human CCR6; CHO-K1 CCR6 PathHunter beta-arrestin, luminescence, CCL20-stimulated; inhibition, % at 20 µM; P51684; actives 0.49% (n = 340,000);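 active = compounds whose inhibition of the agonist-driven luminescence signal at 20 µM reaches about 50%, limit read from the data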;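 note: cells stimulated with CCL20 at 14 nM final; plate controls were DMSO with CCL20 for no effect and DMSO without agonist for full effect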
# Target sequence (P51684 whole entry, looked up): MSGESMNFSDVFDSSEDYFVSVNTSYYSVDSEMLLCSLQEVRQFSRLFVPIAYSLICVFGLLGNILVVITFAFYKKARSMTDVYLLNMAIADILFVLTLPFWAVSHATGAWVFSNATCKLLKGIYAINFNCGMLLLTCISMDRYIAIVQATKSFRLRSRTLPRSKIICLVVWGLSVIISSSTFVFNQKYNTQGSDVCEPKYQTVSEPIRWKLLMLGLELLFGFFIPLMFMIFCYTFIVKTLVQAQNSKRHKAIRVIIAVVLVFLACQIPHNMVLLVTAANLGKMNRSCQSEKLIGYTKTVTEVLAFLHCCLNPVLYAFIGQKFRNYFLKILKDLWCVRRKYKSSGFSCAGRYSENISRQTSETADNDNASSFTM
# Active calls of the source: *; / = no result given.
# The opening 13 records, ahead of the listing:
entry	SMILES	CXCR6 inh	UPR XBP1 act	EBI2 block	UPR CHOP act	Jurkat NFkB inh	697 NFkB inh	CCR6 antagonist	Gli-Sufu block	Mdm2-MdmX inh
1	COc1ccc(S(=O)(=O)NCc2ccc(F)cc2)cc1OC	-3	-2	-2	0.3	6	10	-4	0	16
2	NN(CCO)C(=S)Nc1ccc(Cl)cc1	2	-1	-10	1.4	-9	14	-3	18	6
3	COc1ccc(CCNC(=O)c2cccc(S(=O)(=O)N3CCCC3)c2)cc1	0	0	8	-0.1	1	-12	9	-5	8
4	Cc1ccc(S(=O)(=O)c2ccc(Cl)cc2)cc1S(=O)(=O)NC(C(=O)O)C(C)C (configuration not stated)	6	-5	0	-1.4	-11	-23	5	0	4
5	Cc1nc2ccc(N)nc2nc1C	-11	/	-16	/	/	/	-3	-1	/
6	CCOC(=O)c1c(C)[nH]c(C(=O)CN2C(=O)NC3(CCCC3)C2=O)c1C	1	-1	-4	5.9	-28	-4	-5	-35	-13
7	COc1ccc(N=C2NN=C(c3c(C)[nH]c4ccccc34)CS2)cc1	-2	-3	9	6.8	-14	3	4	7	54*
8	O=C(CCC1CCCC1)NNC(=O)c1cccc(Cl)c1	1	-3	-7	0.9	-12	-11	7	-3	1
9	O=C(O)c1ccccc1SSc1ccccc1C(=O)O	1	-1	-9	2.1	2	-5	8	14	-16
10	O=C(CSc1nc2ccccc2c(=O)n1-c1ccccc1)NC(=O)CN1CCCC1=O	-3	1	-7	0.3	2	-5	16	-10	-4
11	O=C(O)Cc1cc(=O)[nH]n(-c2ccccc2)c1=O	3	/	-11	/	/	/	12	-1	/
12	Cc1nnc(N2C(=O)C(O)=C(C(=O)c3ccco3)C2c2cccc3ccccc23)s1 (configuration not stated)	3	-1	-19	1.8	11	8	4	1	-4
13	CCCCN(CCCC)Cc1ccc(C(=O)NNC(=O)Nc2ccccc2)o1	-4	-1	-2	0.3	10	1	-19	6	8

# Results (from the top)
entry	SMILES	CXCR6 inh	UPR XBP1 act	EBI2 block	UPR CHOP act	Jurkat NFkB inh	697 NFkB inh	CCR6 antagonist	Gli-Sufu block	Mdm2-MdmX inh
1	COc1ccc(S(=O)(=O)NCc2ccc(F)cc2)cc1OC	-3	-2	-2	0.3	6	10	-4	0	16
2	NN(CCO)C(=S)Nc1ccc(Cl)cc1	2	-1	-10	1.4	-9	14	-3	18	6
3	COc1ccc(CCNC(=O)c2cccc(S(=O)(=O)N3CCCC3)c2)cc1	0	0	8	-0.1	1	-12	9	-5	8
4	Cc1ccc(S(=O)(=O)c2ccc(Cl)cc2)cc1S(=O)(=O)NC(C(=O)O)C(C)C (configuration not stated)	6	-5	0	-1.4	-11	-23	5	0	4
5	Cc1nc2ccc(N)nc2nc1C	-11	/	-16	/	/	/	-3	-1	/
6	CCOC(=O)c1c(C)[nH]c(C(=O)CN2C(=O)NC3(CCCC3)C2=O)c1C	1	-1	-4	5.9	-28	-4	-5	-35	-13
7	COc1ccc(N=C2NN=C(c3c(C)[nH]c4ccccc34)CS2)cc1	-2	-3	9	6.8	-14	3	4	7	54*
8	O=C(CCC1CCCC1)NNC(=O)c1cccc(Cl)c1	1	-3	-7	0.9	-12	-11	7	-3	1
9	O=C(O)c1ccccc1SSc1ccccc1C(=O)O	1	-1	-9	2.1	2	-5	8	14	-16
10	O=C(CSc1nc2ccccc2c(=O)n1-c1ccccc1)NC(=O)CN1CCCC1=O	-3	1	-7	0.3	2	-5	16	-10	-4
11	O=C(O)Cc1cc(=O)[nH]n(-c2ccccc2)c1=O	3	/	-11	/	/	/	12	-1	/
12	Cc1nnc(N2C(=O)C(O)=C(C(=O)c3ccco3)C2c2cccc3ccccc23)s1 (configuration not stated)	3	-1	-19	1.8	11	8	4	1	-4
13	CCCCN(CCCC)Cc1ccc(C(=O)NNC(=O)Nc2ccccc2)o1	-4	-1	-2	0.3	10	1	-19	6	8
14	COc1cccc(-c2cc(C(=O)N3CCN(c4ccc(F)cc4)CC3)no2)c1	2	1	8	2.2	-16	-3	22	-3	14
15	Cc1ccc(NC(=O)C2C3CCC(O3)C2C(=O)O)c(Br)c1 (configuration not stated)	-6	3	-5	0.9	-2	-18	1	1	16
16	COC(=O)c1cc(NC(=O)CC2SCCNC2=O)cc(C(=O)OC)c1 (configuration not stated)	2	-5	-14	-1.0	-5	1	-4	-2	4
17	O=C(c1ccco1)N1CCN(C(=S)Nc2ccc(F)c(Cl)c2)CC1	2	-10	-14	1.4	3	12	-3	3	19
18	O=C(NCC1CC1)c1onc(CSc2ccncc2)c1C(=O)NCC1CC1	-6	0	-1	0.3	19	5	15	29	33
19	O=C(Oc1coc(CSc2ncccn2)cc1=O)c1ccc(Br)o1	8	3	-8	2.6	-12	-45	4	2	-15
20	Cn1cc([N+](=O)[O-])c(C(=O)Nc2sc3c(c2C#N)CCC3)n1	6	-3	10	16	11	-38	24	-16	20

# (list continues)
entry	SMILES	CXCR6 inh	UPR XBP1 act	EBI2 block	UPR CHOP act	Jurkat NFkB inh	697 NFkB inh	CCR6 antagonist	Gli-Sufu block	Mdm2-MdmX inh
21	COc1c(C)cc(S(=O)(=O)N2CCCC2)c(C)c1C	1	0	3	1.7	-2	-1	6	7	-11
22	O=C(c1cnn(C(=O)c2cccc(S(=O)(=O)N3CCOCC3)c2)c1)c1ccccc1O	-13	-4	5	-0.4	-2	19	-2	1	43
23	COc1ccc(-c2c(C(C)=O)c(C)nc3sc4c(=N)n(N)cnc4c23)cc1	-3	2	13	-1.9	3	7	-2	8	25
24	CCCCNC(=O)C1CCN(S(=O)(=O)N2CCCCCC2)CC1	-1	-2	3	2.8	1	16	-5	-12	18
25	Cc1cc(SCC(=O)Nc2ccc3[nH]c(=O)[nH]c3c2)nc2ccccc12	-3	5	4	1.2	-2	-6	9	-8	87*
26	Cc1ccc(CNC(C)(C)CO)cc1	3	-2	-4	1.7	2	1	-15	-5	5
27	Cc1cc(NC(=O)c2cc(C(C)C)on2)nn1Cc1ccc(Cl)cc1	-12	-4	7	-1.5	-4	1	22	-1	-5
28	Cn1c(NC(=O)c2ccc3c(c2)OCO3)cc(=O)n(C)c1=O	-6	-4	-9	-1.1	0	10	9	19	10
29	CCN1CCN(C(c2cccs2)C(C)NC(=O)C(C)C)CC1 (configuration not stated)	-11	-2	2	-4.0	-16	-7	3	-1	-27
30	O=C(N/N=C/c1cccc2ccccc12)c1cccc(F)c1	-4	4	-3	5.1	-9	-73	12	-28	12
31	NC(=O)C1CCN(C2CC(=O)N(Cc3cccs3)C2=O)CC1 (configuration not stated)	2	-2	-2	-1.2	4	7	-9	20	-33
32	CC(=O)Nc1ccc(NS(=O)(=O)c2ccc(-c3csc(C)n3)s2)cc1	-2	-2	-2	-1.4	10	-3	11	3	-3
33	O=C(O)C(SC(C(=O)O)c1ccccc1)c1ccccc1 (configuration not stated)	-4	/	-6	/	/	/	3	1	/
34	c1ccc(Cn2cc(CSc3ccccc3)nn2)cc1	5	2	40	3.5	-54	-47	14	-42	-5
35	Cc1cccc(-c2nsc(SCC(=O)NCC3CCCO3)n2)c1 (configuration not stated)	-2	3	4	4.2	-22	0	4	-2	-25
36	COc1cccc2c1OC[C@@H](CO)[C@H]2N(C)C(=O)Nc1ccc(Cl)cc1	-4	-2	-1	-1.0	19	13	-4	1	27
37	O=C(CN1C(=O)/C(=C/c2ccccc2)Sc2ccccc21)NCCCN1CCOCC1	4	-1	-4	-0.4	0	-2	9	0	10
38	Cc1sc2ncnc(N3CCC(C(=O)Nc4ccc(Cl)c(Cl)c4)CC3)c2c1C	4	-1	2	1.1	15	19	-5	49	41
39	COc1cc(CN2CC(=O)N(c3cc(Cl)ccc3C)C2=S)cc(OC)c1OC	-2	-7	-3	-1.4	21	-20	1	8	-12
40	CC(=O)NC1=NN(C(C)=O)C(C)(c2cccnc2)S1 (configuration not stated)	-4	-1	-13	0.5	-2	9	7	-1	-1

# Complete entries as entered above:
# COc1ccc(-c2c(C(C)=O)c(C)nc3sc4c(=N)n(N)cnc4c23)cc1 across the screens: CXCR6 inh = -3; UPR XBP1 act = 2; EBI2 block = 13; UPR CHOP act = -1.9; Jurkat NFkB inh = 3; 697 NFkB inh = 7; CCR6 antagonist = -2; Gli-Sufu block = 8; Mdm2-MdmX inh = 25
# O=C(c1cnn(C(=O)c2cccc(S(=O)(=O)N3CCOCC3)c2)c1)c1ccccc1O across the screens: CXCR6 inh = -13; UPR XBP1 act = -4; EBI2 block = 5; UPR CHOP act = -0.4; Jurkat NFkB inh = -2; 697 NFkB inh = 19; CCR6 antagonist = -2; Gli-Sufu block = 1; Mdm2-MdmX inh = 43

# Further structures
entry	SMILES	CXCR6 inh	UPR XBP1 act	EBI2 block	UPR CHOP act	Jurkat NFkB inh	697 NFkB inh	CCR6 antagonist	Gli-Sufu block	Mdm2-MdmX inh
41	COc1ccccc1NC(CC(=O)c1ccccc1)C(=O)OCC(=O)c1ccc(F)cc1 (configuration not stated)	12	1	20	2.5	-173	-168	9	-15	-85
42	CCC(=O)Nc1cc(C(=O)OCC(=O)c2ccc(Cl)cc2Cl)ccc1C	12	-1	-8	0.5	12	-11	33	-3	2
43	CC(C)CC(NC(=O)C1CCC(C)CC1)C(=O)Nc1ccccn1 (configuration not stated)	2	0	-4	2.5	-18	-30	7	0	-17
44	Cc1nonc1CN(C)C(=O)c1ccc(OC2CCN(C(=O)c3cccnc3)CC2)cc1	-2	-1	-1	0.3	-18	8	-8	6	-8
45	Cc1ccc(NS(=O)(=O)c2ccc(CCC(=O)NC3CC3)cc2)cc1	-9	1	-3	-0.7	-1	15	-6	-3	27
46	CCOCCOC(=O)c1[nH]c2c(c1C)C(=O)CC(c1cc(OC)c(OC)c(OC)c1)C2 (configuration not stated)	-12	-3	-1	3.5	18	-19	2	7	19
47	COc1cc(/C=C2\N=C(c3ccccc3)OC2=O)ccc1OCc1c(C)no[n+]1[O-]	3	-2	-9	-2.9	1	-6	28	-7	4
48	COc1ccc(CCN(C)Cc2nc(-c3cnccn3)no2)cc1OC	-9	-1	-7	2.0	-3	6	10	-4	-2
49	CC(C)Cn1c(CN(Cc2ccccc2)Cc2ccccc2)nc2c1c(=O)n(C)c(=O)n2C	4	-3	18	1.2	8	0	29	9	5
50	O=C(CCCn1c(=O)[nH]c2cc(Cl)ccc2c1=O)NC1CCCCCC1	-22	-1	-6	-2.3	8	-25	-1	5	-20
51	O=C(NC1C2CC3CC(C2)CC1C3)c1ccc(N2CCNCC2)c([N+](=O)[O-])c1 (configuration not stated)	-7	3	0	-0.5	-9	-13	15	13	35
52	O=C(Nc1nnc(SCC(=O)N2CCCc3ccccc32)s1)c1ccccc1	0	1	-1	4.4	11	-42	9	-34	-25
53	COc1ccc(S(=O)(=O)N2CCN(C(=O)C3CC3)CC2)cc1	-2	-5	6	2.9	1	-3	6	30	-3
54	COc1ccc(C(=O)COC(=O)c2ccc(NC(C)=O)cc2)cc1[N+](=O)[O-]	-2	0	-1	-6.6	-16	-15	5	-2	15
55	CCCC(=O)NC(Nc1c(C)n(C)n(-c2ccccc2)c1=O)C(Cl)(Cl)Cl (configuration not stated)	5	0	-1	-0.5	-26	5	14	2	26
56	O=C(c1cc(COc2ccc(F)cc2F)on1)N1CCN(C(=O)c2ccco2)CC1	-16	-3	2	2.6	0	9	-13	11	17
